# mIAP block – mouse IAP inhibition; purified mouse IAP, CDP-Star luminescence, 30 min; inhibition, % at 10 µM; actives 0.2% (n = 330,000); AID 2806;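 active = inhibition of at least 40% at 10 µM in the primary screen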;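 note: plate controls were DMSO with enzyme for no effect and no enzyme wells for full effect; values of inactives mirror those of a sister screen read the other way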
# hIAP block – blocks human intestinal alkaline phosphatase. P09923. purified IAP, CDP-Star luminescence, 30 min. inhibition, % at 10 µM. actives 0.12% (n = 330,000). AID 2544;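 active = inhibition reaching a set limit with compound at 10 µM in the primary screen, cut at about 35% in these data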;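 note: plate controls were DMSO wells with enzyme for no effect and no-enzyme buffer wells for full effect; values of inactives mirror those of a sister screen read the other way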
# Target sequence (P09923 whole entry, looked up): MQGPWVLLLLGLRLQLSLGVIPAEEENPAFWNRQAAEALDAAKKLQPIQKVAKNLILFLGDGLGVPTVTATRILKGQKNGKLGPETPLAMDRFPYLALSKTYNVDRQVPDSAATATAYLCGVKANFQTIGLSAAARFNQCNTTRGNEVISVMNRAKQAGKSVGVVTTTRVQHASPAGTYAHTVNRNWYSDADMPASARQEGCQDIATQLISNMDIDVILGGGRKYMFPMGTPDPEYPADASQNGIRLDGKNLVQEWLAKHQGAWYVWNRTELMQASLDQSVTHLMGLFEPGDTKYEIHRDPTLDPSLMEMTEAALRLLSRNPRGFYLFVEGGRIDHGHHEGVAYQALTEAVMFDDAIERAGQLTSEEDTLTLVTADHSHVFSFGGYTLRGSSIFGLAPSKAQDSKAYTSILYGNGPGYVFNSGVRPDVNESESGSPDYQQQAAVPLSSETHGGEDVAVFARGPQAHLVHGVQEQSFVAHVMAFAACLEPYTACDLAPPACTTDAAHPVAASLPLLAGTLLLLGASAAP
# mIAP activ – increases mouse intestinal alkaline phosphatase activity; muIAP, CDP-Star luminescence, 30 min; hits give high values; 1 = vehicle-only enzyme signal, 0 = enzyme-free wells; activation factor at 10 µM; actives 0.24% (n = 330,000); AID 2805;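 active = activation factor of at least 2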; note: the source names both 10 and 20 µM as test concentration; values of inactives mirror those of a sister screen read the other way
#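 Assay system: mouse IAP enzyme; Reagent: CDP-Star chemiluminescent phosphatase substrate; Compound: DMSO-dissolved test compounds; Incubation: 30 min, room temperature; Technique: luminescence from enzymatic CDP-Star hydrolysis; Controls: DMSO-only wells and no-enzyme negative control.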
# hIAP act – increases human intestinal alkaline phosphatase activity; purified human IAP, CDP-Star luminescence, 30 min; hits give high values; 1 = vehicle-only enzyme, 0 = enzyme-free background; AID 2524; activation factor at 10 µM; actives 0.16% (n = 330,000); P09923;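 active = activation factor of the enzyme at least 2-fold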; note: the source names both 10 and 20 µM as test concentration; values of inactives mirror those of a sister screen read the other way
# APOBEC3A inh – blocks human APOBEC3A ssDNA deamination; P31941; recombinant A3A, FAM/TAMRA ssDNA deamination fluorescence; AID 493011; inhibition, % at 20 µM; actives 0.41% (n = 330,000);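 active = at least 40% inhibition at 20 µM here, with at most 30% in a related deaminase screen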;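 note: plate controls were A3A with DMSO for no effect and wells lacking A3A enzyme for full effect; some results filed as inactive read as strong as hits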
# ATG4B inhibitor – blocks human ATG4B protease cleavage of LC3 substrate. actives 0.51% (n = 340,000). inhibition, % at 8.33 µM. AID 504462. Q9Y4P1. ATG4B cleavage of LC3-PLA2, NBD-HPC fluorescence, 1 h; in the data active = inhibition above about 40%
# Target sequence (Q9Y4P1 whole entry, looked up): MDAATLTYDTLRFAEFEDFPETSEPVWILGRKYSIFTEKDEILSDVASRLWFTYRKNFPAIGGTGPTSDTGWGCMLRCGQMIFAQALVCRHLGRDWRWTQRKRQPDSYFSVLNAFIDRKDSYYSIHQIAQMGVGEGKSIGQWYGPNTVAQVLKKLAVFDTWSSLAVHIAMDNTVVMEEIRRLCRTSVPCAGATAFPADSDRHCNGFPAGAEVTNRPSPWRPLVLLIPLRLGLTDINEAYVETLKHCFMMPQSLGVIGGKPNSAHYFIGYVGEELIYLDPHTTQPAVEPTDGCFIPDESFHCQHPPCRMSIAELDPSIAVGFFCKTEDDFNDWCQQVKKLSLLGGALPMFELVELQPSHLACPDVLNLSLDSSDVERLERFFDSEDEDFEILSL
# MPTP block – blocks calcium-induced mitochondrial swelling | isolated mouse mitochondria, Ca2+ swelling absorbance, 30 min | inhibition, % at 10 µM | actives 1.4% (n = 360,000);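 active = inhibition of 50% or more, scaled per plate between neutral and stimulator controls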;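 note: 0% = DMSO wells given calcium and 100% = 1 mM EGTA wells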
# beta cell repl – inducers of beta-cell replication in MIN6 cells | proliferation, % at 10 µM | actives 0.29% (n = 330,000) | AID 2380 | MIN6 cells proliferation, ATPlite luminescence, 48 h; cells starved in 0.2% serum; 100% = growth in 10% serum;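 active = compounds whose signal lies at least 3.5 SD above the mean of all wells on their plate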;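 note: 0% = DMSO-treated cells in low-serum medium and 100% = 10% serum control; some compounds called inactive have numbers as strong as hits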
# APOBEC3G inh – inhibitors of human APOBEC3G DNA deaminase; actives 0.28% (n = 330,000); recombinant A3G, ssDNA deamination FAM/TAMRA fluorescence; Q9HC16; AID 493012; inhibition, % at 20 µM;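 active = inhibition of at least 40% at 20 µM, with no more than 30% in the related APOBEC3A deaminase screen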;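 note: plate controls were DMSO wells with A3G for no effect and wells lacking A3G enzyme for full effect; some compounds called inactive have numbers as strong as hits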
# * hit, by the source's call.
SMILES,mIAP block,hIAP block,mIAP activ,hIAP act,APOBEC3A inh,ATG4B inhibitor,MPTP block,beta cell repl,APOBEC3G inh
Cc1ccc(OCC(=O)Nc2nnc(S(=O)(=O)N3CCC(C)CC3)s2)cc1,8,7,0.92,0.93,43*,2,3.3,-3,21
CCOC(=O)c1c(O)c2ccccc2n(-c2ccccc2)c1=O,-1,-9,1,1.1,-4,7,3.2,-1,0
O=C(CC1Sc2ncnn2C1=O)Nc1ccccc1 (centres undefined),3,0,0.97,1,-3,3,-0.8,-7,27
Cc1c(Cl)cccc1NC(=S)NNc1ncc(C(F)(F)F)cc1Cl,12,-57,0.89,1.6,-1,25,60*,-6,0
O=C(Nc1ccc2ccccc2c1)c1onc2c1CCCC2,3,-4,0.97,1,-4,21,2.4,-2,-4
C/C(=N\N=C(/N)c1nonc1N)c1ccc2c(c1)OCO2,-11,-11,1.1,1.1,0,2,2.8,-2,-7
COc1ccc(-c2cc(C(=O)N3CCN(c4ccccc4)CC3)no2)cc1,1,-2,0.99,1,-4,-1,1.1,-1,-5
CC1CCc2c(sc(NC(=O)CCCn3cnc([N+](=O)[O-])n3)c2C(N)=O)C1 (centres undefined),2,-12,0.98,1.1,5,-6,0.1,2,0
CC(=O)c1c(C)[nH]c(C(=O)OCC(=O)Nc2cc(Cl)ccc2[N+](=O)[O-])c1C,11,-1,0.89,1,-5,-10,94*,-6,-8
CCCCC(=O)NC(c1ccc(N(C)C)cc1)c1ccc2cccnc2c1O (centres undefined),-1,-52,1,1.5,0,12,-0.5,-4,-8
COc1ccc(-c2nnc(SCC(=O)N3CCc4ccccc4C3)o2)cc1,10,14,0.9,0.86,-2,21,-2.4,-2,-9
Cc1ccc(-c2noc(CCC(=O)NC3CCCC3)n2)cc1,8,-3,0.92,1,-3,-1,0.3,-1,-11
Nc1ncccc1OCc1ccc(Br)cc1,0,-10,1,1.1,1,6,2.1,-1,-1
O=C(COc1ccc(S(=O)(=O)NC2CCCCC2)cc1)NCc1ccccn1,1,7,0.99,0.93,-4,-1,0.0,0,-10
CN1C(=O)NC(c2ccccc2)C2=C1CN(c1ccc3ccccc3c1)C2=O (centres undefined),3,22,0.97,0.78,4,-10,1.3,-3,-3
CCn1cc(C2=NOC(C(=O)Nc3ccc4c(c3)OCO4)C2)c(C)n1 (centres undefined),4,-7,0.96,1.1,0,18,-0.7,-2,-5
CC(C)(C)c1ccc(-c2noc(CNC(=O)c3ccco3)n2)cc1,-6,-4,1.1,1,1,4,-2.0,-2,6
C=CCn1c(COc2ccc(Cl)cc2)nnc1SCC(=O)N/N=C/c1cccc(O)c1,11,3,0.89,0.97,0,-19,0.7,-2,-2
COC(=O)c1cc(C(=O)Nc2ccc(S(=O)(=O)NC(C)(C)C)cc2)cc([N+](=O)[O-])c1,-1,12,1,0.88,-1,-15,-18,1,-5
Cn1c(N)c(C(=O)COC(=O)Cc2ccsc2)c(=O)n(C)c1=O,-3,-7,1,1.1,0,-3,-6.0,-1,-2
CC(=O)N1CCOc2ccc(S(=O)(=O)N3CCC(C(=O)NCc4ccc(F)cc4)CC3)cc21,-6,23,1.1,0.77,-4,0,-0.3,-4,4
NS(=O)(=O)c1cc(C(=O)OCC(=O)Nc2ccc3[nH]c(=O)[nH]c3c2)ccc1Cl,5,10,0.95,0.9,50*,-10,-1.0,0,2
CCOc1ccccc1C1C(C(=O)Nc2ccccc2OC)=C(C)Nc2nnnn21 (centres undefined),-14,3,1.1,0.97,-5,0,0.6,-1,-5
CCN(CC)S(=O)(=O)c1ccc(Cl)c(C(=O)OC2CC(C)OC2=O)c1 (centres undefined),4,4,0.96,0.96,0,-2,1.2,1,-2
CCC(=O)N1CCN=C1SCc1ccc(F)cc1,0,3,1,0.97,-3,0,-1.1,3,-4

# Continuation.
SMILES,mIAP block,hIAP block,mIAP activ,hIAP act,APOBEC3A inh,ATG4B inhibitor,MPTP block,beta cell repl,APOBEC3G inh
CCOC(=O)N1CCN(S(=O)(=O)c2ccc(C(=O)Nc3nc4ccc(F)cc4s3)cc2)CC1,10,-9,0.9,1.1,-1,2,62*,-2,-8
O=C(NCCc1ccc(Cl)cc1)C1CCN(S(=O)(=O)c2ccc(Br)s2)CC1,-20,-17,1.2,1.2,-2,-1,-3.0,-5,-7
CN1CCN(C(=O)/C(=C/c2cn(S(=O)(=O)N(C)C)c3ccccc23)NC(=O)c2ccccc2Cl)CC1,-4,0,1,1,10,5,-0.3,-2,2
O=C(c1ccccc1F)N(Cc1ccccc1)Cc1ccccc1,6,-16,0.94,1.2,6,11,0.1,-4,3
COc1cc(NC(=O)CCC(=O)c2cccs2)cc(OC)c1,-2,2,1,0.98,0,-3,-1.1,0,-4
CC(=O)Nc1ccc(NC(=O)CN(c2cccc(C)c2)S(C)(=O)=O)cc1,-1,-6,1,1.1,3,10,-2.1,-3,-2
Cc1nn(C)cc1S(=O)(=O)N1CCN(Cc2cccc(Cl)c2)CC1,-3,-2,1,1,-3,4,-1.0,0,-1
Cc1ccnc(NC(=O)C2CCN(S(=O)(=O)c3ccc(Cl)c(C(F)(F)F)c3)CC2)c1,4,18,0.96,0.82,-3,1,0.6,-4,-13
CCOC(=O)c1cc(-c2ccc([N+](=O)[O-])cc2)nc2c1c(=O)[nH]c(=O)n2Cc1ccccc1,14,5,0.86,0.95,5,-10,0.4,-3,18
CC(NC(=S)Nc1ccccc1Cl)C(c1cccs1)N1CCCC1 (centres undefined),4,0,0.95,1,-3,23,-0.3,-1,-7
COc1ccc(NC(=O)c2ccccc2Cl)cc1NC(=O)CN1CCOCC1,-1,-38,1,1.4,-3,3,2.4,-2,-8
N#Cc1ccccc1Cn1c(=O)n(Cc2ccc(C(=O)NCc3ccco3)cc2)c(=O)c2sccc21,-2,17,1,0.83,1,-3,0.5,3,1
COC(=O)CNC(=O)Cn1nc(C)c([N+](=O)[O-])c1C,-3,-2,1,1,3,-5,0.3,2,-3
C/C=N\NC(=O)COc1cc(C)ccc1C,0,0,1,1,3,-4,-2.2,-5,0
Cc1cc(C)n(C(=O)CN(C)S(=O)(=O)c2ccc([N+](=O)[O-])cc2)n1,-2,3,1,0.97,-1,5,0.8,-1,-5
COc1ccc(C(=O)Nc2ccc3c(c2)nc(CCNC(C)=O)n3C)cc1,3,-11,0.97,1.1,-1,-8,1.1,-5,-6
CC(C)NC(=O)c1ccccc1NC(=O)/C=C/c1ccc([N+](=O)[O-])cc1,8,-2,0.92,1,2,-8,0.4,-1,1
C=CCn1c(SCC(=O)N(CCOC)c2c(N)n(CC(C)C)c(=O)[nH]c2=O)nc2ccccc21,-12,-24,1.1,1.2,1,5,-1.8,-1,-7
CCCNS(=O)(=O)c1cc(Cl)ccc1OC,11,-2,0.89,1,-3,0,-2.3,1,-6
COc1ccc(C(=O)c2c[nH]c(C(=O)NCCCN3CCOCC3)c2)cc1,-1,2,1,0.98,4,14,0.6,1,-2
CCOC(=O)N1CCN(C(=O)CCCOc2ccccc2)CC1,-3,13,1,0.87,-3,-3,-0.8,-3,-7
OCc1nc2ccccc2n1CC(O)Cn1ccc2ccccc21 (centres undefined),-4,1,1,0.99,-2,-13,6.3,-2,-4

# In the list so far, seven have a nitro group on carbon:
SMILES,mIAP block,hIAP block,mIAP activ,hIAP act,APOBEC3A inh,ATG4B inhibitor,MPTP block,beta cell repl,APOBEC3G inh
CC1CCc2c(sc(NC(=O)CCCn3cnc([N+](=O)[O-])n3)c2C(N)=O)C1 (centres undefined),2,-12,0.98,1.1,5,-6,0.1,2,0
CC(=O)c1c(C)[nH]c(C(=O)OCC(=O)Nc2cc(Cl)ccc2[N+](=O)[O-])c1C,11,-1,0.89,1,-5,-10,94*,-6,-8
COC(=O)c1cc(C(=O)Nc2ccc(S(=O)(=O)NC(C)(C)C)cc2)cc([N+](=O)[O-])c1,-1,12,1,0.88,-1,-15,-18,1,-5
CCOC(=O)c1cc(-c2ccc([N+](=O)[O-])cc2)nc2c1c(=O)[nH]c(=O)n2Cc1ccccc1,14,5,0.86,0.95,5,-10,0.4,-3,18
COC(=O)CNC(=O)Cn1nc(C)c([N+](=O)[O-])c1C,-3,-2,1,1,3,-5,0.3,2,-3
Cc1cc(C)n(C(=O)CN(C)S(=O)(=O)c2ccc([N+](=O)[O-])cc2)n1,-2,3,1,0.97,-1,5,0.8,-1,-5
CC(C)NC(=O)c1ccccc1NC(=O)/C=C/c1ccc([N+](=O)[O-])cc1,8,-2,0.92,1,2,-8,0.4,-1,1

# Structures listed so far that bear a hit mark in APOBEC3A inh.
mol	mIAP block	hIAP block	mIAP activ	hIAP act	APOBEC3A inh	ATG4B inhibitor	MPTP block	APOBEC3G inh
Cc1ccc(OCC(=O)Nc2nnc(S(=O)(=O)N3CCC(C)CC3)s2)cc1	8	7	0.92	0.93	43*	2	3.3	21
NS(=O)(=O)c1cc(C(=O)OCC(=O)Nc2ccc3[nH]c(=O)[nH]c3c2)ccc1Cl	5	10	0.95	0.9	50*	-10	-1.0	2

# Source: PubChem BioAssay
